DNMT1 inh: blocks human DNA methyltransferase DNMT1; P26358; DNMT1 molecular beacon, Hinp1I cleavage, fluorescence; inhibition (reported as % activation of signal), % at 10 µM; actives 0.83% (n = 360,000); in the data active = inhibition above about 50%
SUMO1-SIM PPI: modulators of human SUMO1-mediated protein-protein interactions; SUMO1 binding to a labelled peptide, TR-FRET, 1 h; inhibition, % at 20 µM; actives 0.33% (n = 360,000); AID 602429; in the data active = inhibition above about 37%
Target sequence (P63165 whole entry, looked up): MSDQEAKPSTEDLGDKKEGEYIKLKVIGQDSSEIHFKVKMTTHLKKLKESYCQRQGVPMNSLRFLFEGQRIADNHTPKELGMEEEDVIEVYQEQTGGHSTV
NadD inh: blocks S. aureus nicotinate mononucleotide adenylyltransferase; purified NadD enzyme, colorimetric absorbance read-out; inhibition, % at 20 µM; actives 0.78% (n = 360,000); AID 602399; in the data active = inhibition above about 26%; note: some compounds past the cut are filed as inactive
Rpn11 block: Rpn11 (human) deubiquitinase inhibition | calls only at 20 µM | actives 0.59% (n = 360,000) | O00487 | AID 588493 | human 26S proteasome, Ub4-pepOG fluorescence polarization; 20S core pre-blocked with epoxomicin;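 active = inhibition at 20 µM, scaled to each plate's controls, above about 33%, limit read from the data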
CSN inh: inhibitors of human CSN-mediated cullin deneddylation. Q92905. Purified CSN, SCF-Nedd8-OG deneddylation, fluorescence polarization. AID 651999. inhibition, % at 12.5 µM. actives 0.38% (n = 360,000);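 active = pattern-corrected inhibition above about 35%, with an unprinted fluorescence ratio check between 0.5 and 1.5, limit read from the data, passing the limit was not always enough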;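 note: 0% = enzyme with substrate and 100% = substrate without enzyme; some results filed as inactive read as strong as hits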
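Material: human Csn5 produced in HEK293T cells; Input: enzyme 0.24 nM; Reagent: SCFSkp2-Nedd8OG substrate at 10 nM final; Dosing: 12.5 µM compound; Incubation: 90 min reaction at room temperature; Detection: fluorescence polarization of the substrate; Evaluation: % inhibition of substrate cleavage by Csn5; Control set: substrate-only high control, full reaction low control.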
Scp1 inh: inhibitors of human Scp-1 phosphatase; Q9GZU7; Recombinant Scp1, phosphopeptide, malachite green phosphate absorbance; AID 493091; inhibition, % at 20 µM; actives 0.88% (n = 340,000);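 active = inhibition above about 50% at 20 µM, limit read from the data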;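 note: plate controls were DMSO wells with enzyme for no effect and wells lacking enzyme for full effect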
Target sequence (Q9GZU7 76-261 limits assumed): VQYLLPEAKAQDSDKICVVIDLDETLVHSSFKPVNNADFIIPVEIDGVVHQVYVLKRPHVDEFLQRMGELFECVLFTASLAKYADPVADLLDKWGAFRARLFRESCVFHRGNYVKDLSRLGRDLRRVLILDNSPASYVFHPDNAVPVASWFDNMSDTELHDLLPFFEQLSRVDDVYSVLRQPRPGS
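Material – SCP-1 phosphatase catalytic domain, residues 76-261 · Buffer or medium – Acidic Tris acetate buffer with magnesium and detergent · Also added – Phospho 17-mer peptide substrate · Compound – single 20 µM dose, 1% DMSO · Times – 45 min room-temperature reaction, 5 min colour, 30 min stabiliser · Technique – Phosphate-binding colour reagent, absorbance read at 630 nm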
STEP block: inhibitors of human striatal-enriched phosphatase STEP; P54829; recombinant STEP, OMFP fluorogenic substrate, fluorescence; inhibition, % at 20 µM; actives 0.25% (n = 360,000); AID 588621;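 active = inhibition at 20 µM, scaled per plate between control wells, above about 37%, limit read from the data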;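 note: 0% = DMSO with enzyme and substrate and 100% = substrate only without enzyme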
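Measure: Control-normalized % inhibition with plate pattern correction | Test system: STEP phosphatase, cell-free reaction | Medium: pH 6.0 Bis-Tris with DTT and Tween 20 | Technique: Fluorescence, 480/540 nm | Times: Reaction 20 min, ambient temperature | Doses: Single compound dose of 20 µM, 1% DMSO final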
TbMetRS inhib: blocks T. brucei methionyl-tRNA synthetase activity; purified T. brucei MetRS, ATP depletion, Kinase-Glo luminescence; inhibition, % at 11.9 µM; actives 0.4% (n = 360,000); AID 624268;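 active = inhibition above a per-plate cutoff of the control wells' mean inhibition plus 3 SD, cut at about 5.5% in these data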;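 note: 0% = DMSO wells median and 100% = median of wells with control inhibitor compound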
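Test system – parasite MetRS enzyme · Reagent – substrates ATP, L-methionine and bulk Escherichia coli tRNA · Doses – 11.9 µM compound single dose, 0.9% DMSO · Times – 15 min enzyme-compound preincubation, 2 h reaction, 10 min detection, 25 °C · Signal – Kinase-Glo luminescence, ATP depletion format · Controls – DMSO-only wells as low control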
PABP1 MLLE inh: blocks PAM2 peptide binding to the PABP1 MLLE domain. AID 588489. actives 0.36% (n = 360,000). GST-MLLE / FITC-PAM2 fluorescence polarization. inhibition, % at 20 µM; in the data active = inhibition above about 35%, passing the limit was not always enough;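 note: plate controls were DMSO wells with GST-MLLE for no effect and wells lacking GST-MLLE protein for full effect; some results filed as inactive read as strong as hits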
Target sequence (P11940 whole entry, looked up, the tested form may be a part): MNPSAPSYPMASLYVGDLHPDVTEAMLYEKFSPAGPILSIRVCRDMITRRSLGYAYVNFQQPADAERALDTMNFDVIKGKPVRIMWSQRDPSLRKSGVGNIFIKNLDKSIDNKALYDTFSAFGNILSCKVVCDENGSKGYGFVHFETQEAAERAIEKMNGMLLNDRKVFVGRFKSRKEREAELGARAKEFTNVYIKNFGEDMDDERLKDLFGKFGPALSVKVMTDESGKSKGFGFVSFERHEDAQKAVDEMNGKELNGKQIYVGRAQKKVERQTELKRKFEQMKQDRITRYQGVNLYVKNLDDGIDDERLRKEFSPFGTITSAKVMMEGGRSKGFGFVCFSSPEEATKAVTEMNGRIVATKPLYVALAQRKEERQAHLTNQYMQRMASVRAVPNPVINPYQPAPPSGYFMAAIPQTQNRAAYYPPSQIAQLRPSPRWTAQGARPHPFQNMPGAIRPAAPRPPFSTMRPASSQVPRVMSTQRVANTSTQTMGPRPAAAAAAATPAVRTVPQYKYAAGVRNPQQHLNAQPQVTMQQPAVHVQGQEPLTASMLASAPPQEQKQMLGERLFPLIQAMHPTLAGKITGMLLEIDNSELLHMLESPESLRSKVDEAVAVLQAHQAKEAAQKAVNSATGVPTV
LMPTP inh: blocks human LMPTP phosphatase; P24666; recombinant LMPTP-A, OMFP fluorogenic substrate, fluorescence intensity; inhibition, % at 20 µM; actives 0.22% (n = 360,000); AID 651560;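 active = compounds that cut the enzyme signal by at least half of the control window in the single-dose screen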;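 note: plate controls were DMSO wells with enzyme plus substrate for no effect and substrate without enzyme for full effect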
Target sequence (P24666 whole entry, looked up): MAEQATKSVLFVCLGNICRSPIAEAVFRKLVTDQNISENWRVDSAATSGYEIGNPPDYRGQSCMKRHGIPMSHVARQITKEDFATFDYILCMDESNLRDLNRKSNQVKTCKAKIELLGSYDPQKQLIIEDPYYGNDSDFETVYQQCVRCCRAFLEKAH
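Assay system: LMPTP-A, protein tyrosine phosphatase of low molecular weight / Medium: pH 6.0 Bis-Tris buffer with DTT and Triton X-100 / Schedule: 50 min enzyme reaction at room temperature, protected from light / Measured by: endpoint fluorescence intensity from OMFP dephosphorylation / Read-out basis: % inhibition relative to no-enzyme and uninhibited control wells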
Active calls of the source: *; i = inactive; · = no result given. Rows were taken by chance; about 3.6% have a hit in one of these screens.

#	Molecule	DNMT1 inh	SUMO1-SIM PPI	NadD inh	Rpn11 block	CSN inh	Scp1 inh	STEP block	TbMetRS inhib	PABP1 MLLE inh	LMPTP inh
1	CSc1sc(-c2nnc(SCC(=O)Nc3ccccc3)n2C)c2c1C=CCC2	-6.7	-0.3	-0.1	i	-0.6	-0.4	-1.8	-0.9	-33.1	0.4
2	CCOC(=O)c1sc(NC(=O)c2ccc(S(=O)(=O)N3CCOCC3)cc2)cc1C	-6.2	6.3	-4.2	i	3.3	-10.9	-1.8	-0.1	-4.6	3.1
3	COc1ccc(S(=O)(=O)N(CC(=O)NCC2CCCO2)Cc2ccccc2)cc1C (stereo not drawn)	0.5	-2.6	-3.0	i	-1.8	-4.6	-1.7	1.2	-1.4	-0.6
4	Cc1ccc(NC(=S)NCCSc2ccc(Cl)cc2)cc1	4.6	-0.2	-4.7	i	-0.5	-5.2	0.4	-0.3	-62.5	0.8
5	O=C(NCc1cccs1)c1cccnc1SCCS(=O)(=O)c1ccc(C(F)(F)F)cn1	-4.8	2.1	-5.8	i	-0.5	-9.8	-1.5	0.3	2.7	0.5
6	CCOC(=O)/C=C/c1cccc(C)c1O	·	-10.2	·	·	0.1	·	·	-0.7	·	-1.7
7	CCCc1nnc(NC(=O)c2cn(CC)c3cc(N4CCN(C)CC4)c(F)cc3c2=O)s1	-6.4	1.2	-4.8	i	7.3	-10.7	-1.1	0.2	7.2	1.6
8	COc1c(C(=O)Nc2ccc3[nH]c(=O)[nH]c3c2)cc2ccccc2c1Br	25.0	-4.2	5.3	i	-3.5	3.1	2.4	-0.7	13.7	4.1
9	COC(=O)C(Cc1ccccc1)NC(=O)CNC(=O)c1ccc(Br)cc1 (stereo not drawn)	0.4	-0.8	-7.4	i	1.8	-3.1	1.0	3.1	5.9	-0.1
10	CSc1nnc(-c2sc3cc(Cl)ccc3c2Cl)n1C	-2.9	-6.7	-0.7	i	1.1	2.8	1.1	0.0	-8.9	-0.2
11	O=C1NCC(c2ccccc2)C1C(=O)N/N=C/c1ccc(Cl)s1 (stereo not drawn)	4.8	-17.4	-7.2	i	3.7	-4.2	1.4	0.0	7.1	-3.0
12	CCOC(=O)CC12CN3CN(C1)CC(CC(=O)OCC)(C3)C2=O	0.4	5.2	-2.6	i	2.0	-1.0	-3.0	-0.3	2.8	-1.1
13	COc1ccc(NC(=O)CC2C(=O)Nc3ccccc3N2CC(=O)N2CCCC2)cc1 (stereo not drawn)	-0.2	1.3	2.7	i	-2.6	-5.7	3.8	0.1	1.9	-1.5
14	Cc1ccc(/C=C2\SC(=S)N(C3CCS(=O)(=O)C3)C2=O)cc1 (stereo not drawn)	9.3	-6.8	-4.8	i	-0.2	2.2	-4.5	0.3	22.8	0.2
15	COc1ccc(NC(=O)CC2C(=O)N(C)C(=S)N2Cc2cccs2)cc1 (stereo not drawn)	0.1	2.8	-1.3	i	3.2	-3.7	-0.7	0.1	9.3	-1.8
16	Cc1nn(C)c(Cl)c1CN1CCN(C2CCCC2)C(CCO)C1 (stereo not drawn)	1.3	-1.3	-2.0	i	-0.8	-9.6	-5.3	-0.8	6.6	-0.6
17	CN(Cc1ccccc1)Cc1nc2c(c(=O)n(C)c(=O)n2C)n1CCc1ccccc1	-4.5	-2.3	5.4	i	8.2	6.7	-2.7	-0.5	8.4	-1.5
18	O=C(O)CC(NC(=O)CCc1ccccc1)c1ccc(Cl)cc1 (stereo not drawn)	-2.8	-0.3	-2.3	i	-2.3	-6.5	-3.7	-0.4	-5.5	-2.1
19	COc1ccc2c(=O)c3c(=O)n(Cc4ccco4)c(-c4ccc(C)cc4)nc3oc2c1	8.7	9.1	15.6	i	2.7	2.5	6.1	-0.1	10.4	6.6
20	CCNc1ccc(C(=O)N/N=C/c2c(C)nn(-c3ccccc3)c2N2CCCC2)cc1[N+](=O)[O-]	-13.2	-14.7	12.3	i	-6.9	-8.0	5.5	0.2	3.9	3.0
21	Cc1cc(C)nc(N(C#N)C(C)C(=O)N(C)C)n1 (stereo not drawn)	2.7	4.0	-0.8	i	1.9	-2.7	2.2	0.8	-8.5	1.2
22	CS(=O)(=O)N(CC(=O)NCc1ccncc1)c1cc(Cl)cc(Cl)c1	1.1	-0.5	-2.6	i	2.1	-2.2	6.1	0.6	-0.4	-2.5
23	CCCn1c(SCC(=O)N2CCc3ccccc32)nnc1-c1ccco1	3.5	0.1	5.5	i	0.1	0.0	1.8	-0.1	0.9	-0.1
24	Cc1ccc(C)c(SCC(=O)Nc2oc(C)c3c(C)n[nH]c(=O)c23)c1	-0.1	-25.1	6.3	i	0.4	-1.2	0.3	-0.5	12.3	-1.1
25	COc1ccc(-c2csc(C(O)c3ccc(F)cc3)n2)cc1 (stereo not drawn)	0.5	-0.1	1.1	i	1.1	·	-1.9	0.1	-2.4	0.8
26	CCOC(=O)c1ccccc1NC(=O)CC1SC(=NC)N(C)C1=O (stereo not drawn)	0.5	-1.4	-8.4	i	0.1	-1.6	1.0	-0.1	15.9	0.5
27	O=C(NCc1ccc(Cl)cc1)c1cccc(NC(=O)c2ccccc2)c1	-5.2	-9.3	0.2	i	4.7	-7.1	-2.7	0.4	-1.2	-0.3
28	CCOc1ccc(-n2c(C)cc(/C=N/NC(=O)C(N)=O)c2C)cc1	-5.1	24.9	6.5	i	0.7	-6.9	1.0	0.2	-4.0	-0.5
29	C=CCNC(=S)Nc1cc(S(=O)(=O)N2CCOCC2)ccc1-n1cncn1	2.5	1.2	-4.7	i	-10.3	-2.3	-2.3	0.2	19.4	-0.9
30	CCC(=O)Nc1c(C#N)c2nc3ccccc3nc2n1-c1ccc(C)cc1	3.8	-14.2	-3.3	i	-0.2	-2.5	2.4	0.0	6.2	-0.1

Fetched by compound from above (2):
#	Molecule	DNMT1 inh	SUMO1-SIM PPI	NadD inh	Rpn11 block	CSN inh	Scp1 inh	STEP block	TbMetRS inhib	PABP1 MLLE inh	LMPTP inh
17	CN(Cc1ccccc1)Cc1nc2c(c(=O)n(C)c(=O)n2C)n1CCc1ccccc1	-4.5	-2.3	5.4	i	8.2	6.7	-2.7	-0.5	8.4	-1.5
24	Cc1ccc(C)c(SCC(=O)Nc2oc(C)c3c(C)n[nH]c(=O)c23)c1	-0.1	-25.1	6.3	i	0.4	-1.2	0.3	-0.5	12.3	-1.1

The results go on:
#	Molecule	DNMT1 inh	SUMO1-SIM PPI	NadD inh	Rpn11 block	CSN inh	Scp1 inh	STEP block	TbMetRS inhib	PABP1 MLLE inh	LMPTP inh
31	CC(=O)Nc1ccc(S(=O)(=O)N(CC(=O)O)Cc2ccccc2)cc1	-0.1	1.2	-1.8	i	4.7	-7.4	0.0	0.3	-2.2	-0.7
32	CCOC(=O)N1CCN(CC(=O)Nc2nnc(C(F)(F)F)s2)CC1	7.9	1.7	-11.0	i	1.9	0.1	-1.6	-0.2	-3.5	-1.6
33	COc1ccc2nc(NC(=O)CCc3ccc(OC)c(OC)c3)sc2c1	-4.7	8.7	-3.0	i	4.0	-5.7	-0.5	-0.3	-11.3	1.8
34	CCc1cc(=O)oc2cc(C)cc(OCC(=O)NCCc3c[nH]c4ccccc34)c12	-4.6	-1.3	-2.6	i	4.6	4.1	1.3	1.0	-8.3	1.5
35	Cc1sc2ncnc(Nc3ccccc3)c2c1C	-2.1	13.7	-2.2	i	3.3	-2.6	0.9	1.0	3.1	0.5
36	Cc1nn(-c2ccccc2)c(C)c1C(=O)OCC(=O)NC(=O)NC1CCCCC1	-1.4	-0.8	5.4	i	-3.9	-6.7	-2.0	-1.8	-1.8	0.5
37	Cc1ccc(NC(=O)N2CCN(C(=O)c3ccco3)CC2)cc1Cl	-0.3	2.0	-5.0	i	10.2	-4.8	-2.4	-0.4	1.1	0.5
38	Cc1cc(NC(=O)CSc2nnc(C)n2C)no1	-0.4	1.1	-0.5	i	-4.8	-5.3	1.2	-0.3	-7.3	0.4
39	CCCC(=O)Nc1nc2nc(-c3ccccc3)cc(-c3ccccc3)n2n1	2.6	5.3	4.5	i	3.4	2.5	-6.3	-1.1	9.8	-0.4
40	COc1ccc(CNC(=O)C(C)n2nc(C)c3c(C)n(-c4ccc(C)cc4)nc3c2=O)cc1 (stereo not drawn)	-2.7	-1.1	7.1	i	-1.4	2.9	-1.1	-0.4	5.8	-1.0
41	O=C(N/N=C/C=C/c1ccc(Br)cc1)C(O)c1ccccc1 (stereo not drawn)	1.2	-5.7	-1.4	i	-0.8	-2.8	2.2	0.7	1.0	-0.9
42	CCOC(=O)COc1ccc2c(c1)C(=O)CC(C)(C)O2	0.1	-2.9	13.3	i	-4.1	-6.4	1.2	-0.6	0.0	-3.6
43	CSCCC(NS(=O)(=O)c1ccc2c(c1)oc(=O)n2C)C(=O)NCc1cccs1 (stereo not drawn)	0.3	3.6	-2.0	i	1.3	-5.8	-0.5	-0.5	-2.4	-0.2
44	CCOc1ccc(NC(=O)CSc2nc3cc(C(=O)NCC4CCCO4)ccc3c(=O)n2CC2CCCO2)cc1 (stereo not drawn)	-1.6	4.7	-2.7	i	-0.9	·	-3.2	-0.3	3.9	3.1
45	O=C(N/N=C/c1ccccn1)c1cc(-c2ccc(Br)s2)[nH]n1	33.7	-0.9	6.3	i	5.0	67.2*	33.6	-0.2	2.8	1.4
46	CCOCCCNC(=O)CCNS(=O)(=O)c1ccc(C)cc1	1.2	1.8	-0.7	i	-6.6	-4.3	-1.3	-0.1	7.5	-0.6
47	CCOC(=O)Nc1ccc2c(c1)N(CCCN(C)C)c1ccccc1CC2	21.6	3.5	-3.9	i	2.8	2.3	-1.1	-0.9	-2.0	-3.0
48	Cc1ccccc1N1CCN(C(=S)c2ccc(-c3cccc([N+](=O)[O-])c3)o2)CC1	-3.0	-8.8	13.5	i	-7.7	-2.2	44.3*	-1.2	31.3	2.7

In the list so far, these have a COOH group:
#	Molecule	DNMT1 inh	SUMO1-SIM PPI	NadD inh	Rpn11 block	CSN inh	Scp1 inh	STEP block	TbMetRS inhib	PABP1 MLLE inh	LMPTP inh
18	O=C(O)CC(NC(=O)CCc1ccccc1)c1ccc(Cl)cc1 (stereo not drawn)	-2.8	-0.3	-2.3	i	-2.3	-6.5	-3.7	-0.4	-5.5	-2.1
31	CC(=O)Nc1ccc(S(=O)(=O)N(CC(=O)O)Cc2ccccc2)cc1	-0.1	1.2	-1.8	i	4.7	-7.4	0.0	0.3	-2.2	-0.7

Screening results as filed in PubChem.
